Screening results deposited in PubChem BioAssay by several laboratories.
Kir21 block: inhibitors of mouse Kir2.1 inward-rectifier potassium channel. P35561. HEK293-Kir2.1, FluxOR thallium flux fluorescence; stronger effect = lower value. B-score at 10 µM. 0.85% of 310,000 active;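 active = fluorescence ratio B-score at or below minus 3 SD of library scores, with starting-brightness B-score within 2 SD, cut at about -4.2 in these data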;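 note: channel flux triggered by added potassium and thallium sulfate stimulus; B-score of peak minus minimum fluorescence over baseline after thallium stimulus; more negative B-score means stronger Kir2.1 block with less thallium influx; some compounds called inactive have numbers as strong as hits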
Target sequence (P35561 whole entry, looked up): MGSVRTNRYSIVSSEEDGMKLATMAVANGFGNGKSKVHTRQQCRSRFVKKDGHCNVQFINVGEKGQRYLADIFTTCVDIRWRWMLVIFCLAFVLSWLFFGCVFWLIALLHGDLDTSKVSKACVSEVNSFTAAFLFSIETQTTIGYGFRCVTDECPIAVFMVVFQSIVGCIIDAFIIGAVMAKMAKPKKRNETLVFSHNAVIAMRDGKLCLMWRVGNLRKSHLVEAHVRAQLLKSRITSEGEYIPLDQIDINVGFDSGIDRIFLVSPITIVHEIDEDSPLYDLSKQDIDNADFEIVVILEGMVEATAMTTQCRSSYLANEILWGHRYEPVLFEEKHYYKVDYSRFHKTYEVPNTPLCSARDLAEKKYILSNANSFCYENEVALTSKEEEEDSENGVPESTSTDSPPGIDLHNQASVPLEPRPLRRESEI
STK33 kinase inh: blocks human STK33 kinase activity; purified STK33, MBP phosphorylation, ADP-Glo luminescence; 0.073% of 320,000 active; Q9BYT3; inhibition, % at 10 µM;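 active = inhibition at or above 25%, using the most active replicate where run in duplicate; inactive = inhibition below 25%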
Target sequence (Q9BYT3 whole entry, looked up): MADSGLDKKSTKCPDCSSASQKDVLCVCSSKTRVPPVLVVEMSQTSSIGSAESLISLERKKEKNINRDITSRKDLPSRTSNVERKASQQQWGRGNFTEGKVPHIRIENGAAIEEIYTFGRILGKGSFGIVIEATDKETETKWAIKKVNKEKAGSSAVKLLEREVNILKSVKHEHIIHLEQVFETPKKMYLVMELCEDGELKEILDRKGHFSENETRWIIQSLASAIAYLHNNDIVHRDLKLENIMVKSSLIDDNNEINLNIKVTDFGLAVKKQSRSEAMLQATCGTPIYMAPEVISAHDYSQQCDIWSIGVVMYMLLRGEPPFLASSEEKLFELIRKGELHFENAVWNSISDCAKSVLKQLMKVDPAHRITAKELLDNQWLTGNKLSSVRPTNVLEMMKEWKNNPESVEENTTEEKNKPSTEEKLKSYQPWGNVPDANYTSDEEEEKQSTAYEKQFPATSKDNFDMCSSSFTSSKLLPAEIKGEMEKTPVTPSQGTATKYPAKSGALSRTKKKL
* = called active by the depositor; . = no result given.

Start of the data: the first two records, ahead of the listing:
Order of values – STK33 kinase inh, Kir21 block
- Cc1ccc(CN(C)S(=O)(=O)c2c(C)noc2/C=C/N(C)C)cc1
    0.3, -0.11
- O=C(N/C(=C/c1cccnc1)C(=O)N1CCCCCC1)c1cccc(Br)c1
    -0.5, 1.1

Main list, from the first entry:
Order of values – STK33 kinase inh, Kir21 block
- Cc1ccc(CN(C)S(=O)(=O)c2c(C)noc2/C=C/N(C)C)cc1
    0.3, -0.11
- O=C(N/C(=C/c1cccnc1)C(=O)N1CCCCCC1)c1cccc(Br)c1
    -0.5, 1.1
- Cc1ccccc1NC(=S)N1CCN(C(=O)c2ccco2)CC1
    -1.4, -0.29
- C/C(CC(=O)Nc1ccc([N+](=O)[O-])cc1)=N\NC(=O)c1ccccc1[N+](=O)[O-]
    -1.7, 0.34
- COC(=O)C1=C(Nc2ccc(C)cc2)C=C(C)C(C(=O)OC)C1c1cccc(OC)c1 (stereo not given)
    -2.0, 1.4
- O=C(O)CC/C(=N\NC(=O)c1ccccc1Br)c1ccccc1
    -0.9, 0.01
- CC(c1ccccc1)n1cc(C(=O)NCCN2CCOCC2)nn1 (stereo not given)
    -1.1, 0.13
- CC1(C)Cc2c(c(N3CCOCC3)nc3sc4c(=O)[nH]cnc4c23)CS1
    1.7, 0.96
- COc1cc(C(=O)NNC(=O)CCOc2cccc(Br)c2)cc(OC)c1OC
    0.4, .
- O=C(CSc1nc2ccccc2[nH]1)Nc1c(F)c(F)c(F)c(F)c1F
    -0.9, 1.8
- OCCN1CCOCCOCCN(CCO)CCN(CCO)CC1
    -0.4, 0.55
- c1ccc(CN2CCN(c3nc4ccccc4s3)CC2)cc1
    2.0, 0.77
- CCCS(=O)(=O)N1CCN(Cc2ccccc2[N+](=O)[O-])CC1
    -0.1, 1.2
- CCCCC/C=C/C1=CC(=O)C[C@H](c2ccc(OC)c(OC)c2)C1
    -2.1, .
- O=C(CN1CCN(S(=O)(=O)N2CCCCCC2)CC1)Nc1cc(Cl)ccc1Cl
    1.9, 1.4
- CSc1ccc(S(=O)(=O)N2CCC(C(=O)N3CCc4ccccc4C3)CC2)cc1
    -1.4, -0.79
- Cc1nn(Cc2ccccc2)c(N)c1-c1ccccc1
    -1.0, .
- CCOC(=O)c1c(NC(=O)CCc2ccc(CC)o2)sc(C)c1C
    1.5, 0.1
- N#Cc1ccsc1NC(=O)COC(=O)C1=NNC(=O)CC1
    -0.2, .
- O=C(CCNS(=O)(=O)c1cccc2nsnc12)NCc1ccco1
    0.1, 0.16
- Cc1cccc(NC(=O)c2cc(-c3cccnc3)nc3c(C)cccc23)n1
    -1.0, -0.63
- Cc1cccc(OCC(=O)Nc2ccc(C(=O)NCC(C)C)cc2)c1
    -0.8, -2.1
- CCOc1cc(S(=O)(=O)NCc2ccccc2)ccc1Br
    -3.6, 1.2
- CCOc1ccc(N(CC(=O)NCc2ccco2)C(=O)CCC(=O)Nc2ccccn2)cc1
    ., -0.02
- CCOC(=O)C1=C(CC)Nc2ccccc2N=C1NC(=O)Cn1cnc2ccccc2c1=O
    -4.2, -1.1
- Cc1ccc(C)n1-n1c(C)nc2sc3c(c2c1=O)CCCCC3
    -1.9, 4.7
- CC(=O)OCCn1c(=O)c2cc3c(=O)n(CCOC(C)=O)c(=O)c3cc2c1=O
    -2.0, -1.4
- COc1cc(/C=N/Nc2cc(C)nc(NS(=O)(=O)c3ccc(C)cc3)n2)ccc1O
    ., 1.5
- Cc1nn(C)c(C)c1S(=O)(=O)N1CCC(C(=O)NC2CCCCCC2)CC1
    0.5, 1.1
- O=C(NC(Cc1c[nH]c2ccccc12)c1nnc2n1CCCCC2)c1ccc(Cl)cc1 (stereo not given)
    17, -1.5

(continued)
Order of values – STK33 kinase inh, Kir21 block
- CCOc1ccc(/C(O)=C2/C(=O)C(=O)N(CCN(C)C)C2c2ccccc2)cc1Cl (stereo not given)
    -1.2, -0.33
- O=C(NCc1ccncc1)c1ccc2nc(Cc3ccccc3F)oc2c1
    -0.3, -3.1
- CC1=CCC2C(=O)N(c3ccc(OC(=O)c4ccco4)cc3)C(=O)C2C1 (stereo not given)
    -1.3, -7.9*
- COc1ccc(C2c3c(noc3C)CC(C)(O)C2C(C)=O)cc1 (stereo not given)
    -1.5, -1.2
- CCN=C1SC(CC(=O)Nc2sc(C)c(C)c2C(=O)OC)C(=O)N1CC (stereo not given)
    0.0, 1.4
- COc1cc(C(=O)NCC(c2cccnc2)N2CCN(c3ccc(F)cc3)CC2)cc(OC)c1OC (stereo not given)
    -0.9, -0.3
- O=C(NC1CCCCC1)c1cc(-c2ccccn2)nc2ccccc12
    -1.2, 0.46
- Cc1ccc(S(=O)(=O)N(C)/N=C/C=C/c2ccccc2)cc1
    -0.6, -0.54
- COc1ccc(S(=O)(=O)N(C)C[C@H]2Oc3ccc(NC(=O)Nc4ccccc4)cc3C(=O)N([C@H](C)CO)C[C@@H]2C)cc1
    0.2, .
- COc1ccc(N2C(=O)C3C4C=CC(c5ccccc5)(C3C2=O)C2C(=O)N(c3ccc(OC)cc3)C(=O)C42)cc1 (stereo not given)
    -5.2, -1.1
- CCC(C)Nc1nc(CN2CCOCC2)nc2sc3c(c12)CCC3 (stereo not given)
    -0.8, 0.51
- COc1ccc(-c2c(C(F)(F)F)nn(C)c2NC(C)=O)cc1
    -3.2, -0.21
- CCOc1ccc(-c2nnc(N(CC)C(=O)C3CCC3)s2)cc1
    0.6, 0.01
- CC(C)CC(=O)NC(=S)Nc1ccccc1N1CCCC1
    -1.5, -0.01
- COc1ccc(NC(=O)N(C)C[C@H]2Oc3c(NC(=O)Nc4ccccc4)cccc3C(=O)N([C@H](C)CO)C[C@@H]2C)cc1
    1.7, .
- CC(=O)c1cccc(NCC(=O)Nc2cccc(S(=O)(=O)N3CCCCC3)c2)c1
    3.0, 1.1
- O=[N+]([O-])c1cc(C(F)(F)F)ccc1NCCOc1ccccc1
    -0.8, 0.18
- O=C(CCC1CCCN(C(=O)c2cccs2)C1)N1CCN(c2ccccn2)CC1 (stereo not given)
    0.3, 1.1
- c1coc(-c2nc3nc4ccccc4n3nc2-c2ccco2)c1
    1.3, 0.79
- CCc1noc(C)c1C(=O)Oc1ccc(N(C)S(=O)(=O)c2ccc(C)c(C)c2)cc1
    0.4, -0.66
- O=C(COC(=O)CCc1ccc(S(=O)(=O)N2CCOCC2)cc1)Nc1ccccc1OC(F)F
    -0.6, .
- CC1CC(C)CN(c2ccc(C(=O)NCc3ccc4c(c3)OCO4)cc2[N+](=O)[O-])C1 (stereo not given)
    0.9, 0.65
- COc1nc(N)nc(N)c1NS(=O)(=O)c1ccc(C)cc1
    -0.3, -0.02
- CN1/C(=C\C(=O)c2oc3ccccc3c2N)C(C)(C)c2ccccc21
    -2.2, -0.06
- COc1ccc(OC)c(-c2csc(NC(=O)CSCc3c(C)noc3C)n2)c1
    -3.1, 0.45
- COc1ccc(CNC(=O)Cn2nc(C(F)(F)F)c3c2CCC3)cc1
    -1.7, 1.4
- O=C1N=c2ccccc2=C1c1sc(NS(=O)(=O)c2ccccc2)nc1O
    1.1, -0.09
- COc1ccc(OC)c(CNC(=O)C2CCN(C(=O)N(C)C)CC2)c1
    -2.1, -1.4
- CN(C)S(=O)(=O)Oc1ccccc1C(=O)Nc1ccccc1Cl
    -0.2, 0.59
- c1ccc2c(c1)[nH]c1ccncc12
    0.9, -0.68

Following part.
Order of values – STK33 kinase inh, Kir21 block
- COc1ccc(C)cc1S(=O)(=O)N1CCCCC1
    -0.2, 0.63
- CCN1C(=O)/C(=C\N2CCCCCC2)SC1=S
    -0.9, -0.92
- Cc1onc(-c2ccccc2)c1C(=O)NNC(=S)NC(=O)c1ccc2c(c1)OCO2
    -1.2, -0.49
- CCCCOc1ccccc1C(=O)NCCCC(=O)O
    -1.1, 1.8
- CCOc1ccccc1NS(=O)(=O)c1ccc(-c2cnc(C3CC3)o2)cc1
    -1.6, -0.45
- O=C1NNC(=O)C1c1ccccc1
    1.0, -0.6
- Cc1ccc(S(=O)(=O)c2c[nH]c3cc4c(cc3c2=O)OCO4)cc1
    3.6, -0.5
- Cc1ccc(-c2cc(C(F)F)n3ncc(C(=O)N4CCCc5ccccc54)c3n2)cc1
    -3.5, 0.05
- Cc1ccsc1C(=O)OCc1csc(-c2ccccc2)n1
    0.8, 0.93
- O=C(c1cccc(Cl)c1)C1CCCN(C(=O)c2ccoc2)C1 (stereo not given)
    0.1, 1.8
- O=C(Nc1ccccc1F)C(=Cc1sc(N2CCOCC2)nc1-c1ccccc1)C(=O)Nc1ccccc1F
    -0.4, -0.13
- Cc1cccc(NC(=O)CN2C(=O)NC(C)(c3ccc4c(c3)OCO4)C2=O)c1 (stereo not given)
    -1.4, -0.09
- CCCCOc1nc2ccccc2nc1C(C#N)C(=O)NC1CCCCC1 (stereo not given)
    -1.1, 1.3
- CCOC(=O)C1CCN(CCC(=O)Nc2cccc(Cl)c2)CC1
    ., -2.2
- Cc1oc(-c2ccccc2)cc1C(=O)Nc1ccc(N(C)C)cc1
    -1.3, 0.48
- CC(C(=O)Nc1ccc(C(=O)O)cc1)N1C(=O)c2ccccc2C1=O (stereo not given)
    -1.3, 0.01
- O=C1c2ccccc2NC(c2ccc(Br)o2)N1O (stereo not given)
    1.1, .
- O=C(CNC(=O)c1ccc(Cl)cc1)OCC(=O)c1ccc2c(c1)OCCO2
    -2.6, -0.02
- OCc1nc2ccccc2n1CCCCOc1ccccc1
    -0.8, -0.4
- CCCCn1c(N)c(N(CCC(C)C)C(=O)C2CC(=O)N(c3ccc(OC)cc3OC)C2)c(=O)[nH]c1=O (stereo not given)
    ., -0.62
- COc1ccc(/C=C(\C)c2nc(C)c(-c3ccccc3)c(=O)[nH]2)cc1
    -1.8, 0.27
- CS(=O)(=O)N(CC(=O)N1CCC(C(N)=O)CC1)C1CCCCC1
    -1.8, 0.72
- O=C(COc1ncnc2cc([N+](=O)[O-])ccc12)NC(=O)NC1CCCCC1
    -0.4, 0.53
- FC(F)Oc1ccc(NC(=S)N2CCc3ccccc32)cc1
    -1.6, -1
- CCN(CC(=O)Nc1ccc(Cl)c(S(=O)(=O)N(C)C)c1)CC(=O)NC(C)C
    -0.7, 1.6
- CC(=O)c1cccc(N=C2C(=O)Nc3ccccc32)c1
    -0.4, 3.9
- COc1cc(/C=N/O)cc(Br)c1OCC(=O)NCc1ccccc1
    0.0, -6*
- CC1C(=NO)C(C)C(c2ccccc2)NC1c1ccccc1 (stereo not given)
    -0.6, -2.5
- COCCN1C=C(C(=O)OC)C(c2cc3c(cc2Br)OCO3)C(C(=O)OC)=C1
    0.2, 0.16
- CC(CNC(=O)c1ccc(Br)o1)NC(=O)c1ccc(Br)o1 (stereo not given)
    -0.7, -0.82

Pulled by compound from the list above, five records:
Order of values – STK33 kinase inh, Kir21 block
- CCN1C(=O)/C(=C\N2CCCCCC2)SC1=S
    -0.9, -0.92
- CC(CNC(=O)c1ccc(Br)o1)NC(=O)c1ccc(Br)o1 (stereo not given)
    -0.7, -0.82
- Cc1onc(-c2ccccc2)c1C(=O)NNC(=S)NC(=O)c1ccc2c(c1)OCO2
    -1.2, -0.49
- FC(F)Oc1ccc(NC(=S)N2CCc3ccccc32)cc1
    -1.6, -1
- O=C(Nc1ccccc1F)C(=Cc1sc(N2CCOCC2)nc1-c1ccccc1)C(=O)Nc1ccccc1F
    -0.4, -0.13

Next section.
Order of values – STK33 kinase inh, Kir21 block
- Cc1cc(-c2ccccc2)nc(N2CCC(C(=O)NC34CC5CC(CC(C5)C3)C4)CC2)n1
    0.7, -0.92
- Cc1c(C(=O)/C=C/N(C)C)nnn1-c1ccc(F)c(Cl)c1
    0.0, -1.1
- COC(=O)[C@@H](NC(=O)NCCC1=CCCCC1)C(C)C
    -2.0, -0.72
- O=C(O)c1ccccc1C(=O)N(c1ccccc1)c1ccccc1
    0.0, 1.9
- CCOc1ccccc1NC(=O)NCCC1=CCCCC1
    -1.1, -0.04
- Cc1ccc(NC(=O)COC(=O)Cc2cccs2)c(Br)c1
    -0.2, 0.02
- COc1ccc(C2CC3(CC(C)(C)NC(SC)=N3)Oc3cc(O)cc(C)c32)cc1 (stereo not given)
    -0.7, -5.3*
- COC(=O)C1=C(C)N(Cc2ccco2)C(=O)/C1=C\c1ccc(N(C)C)cc1
    -2.8, -0.9
- CC(Oc1ccc(Cl)cc1Cl)C(=O)Nc1ccc(O)cc1 (stereo not given)
    -0.2, -0.02
- Cn1nccc1C(=O)Nc1cc(Cl)ccc1Cl
    -0.4, 0.48
- Cc1ccc(S(=O)(=O)N2CCN(S(C)(=O)=O)C2C)cc1 (stereo not given)
    -1.2, -0.84
- CCCOc1ccc(N2C(=O)CC(NCc3cccnc3)C2=O)cc1 (stereo not given)
    -1.7, 1.9
- Cc1ccc(NCC(=O)Nc2ccc(Br)cc2)cc1F
    1.2, -0.54
- Cc1ccc(OCC(=O)Nc2ccc(O)c(C(=O)O)c2)cc1C
    0.6, 1.9
- CCC(C)C(NC(=O)C1CCC(C)CC1)C(=O)Nc1ccc(OC)cc1 (stereo not given)
    -0.5, -0.02
- CC1CN(C2=CC(=O)CCC2)CC(C)O1 (stereo not given)
    0.7, 0.98
- C[C@@H]1[C@H](O)C[C@@]23COC(=O)C2=CCCC3[C@@]1(C)CCC1COC(=O)C1 (stereo not given in full)
    1.1, .
- COC(=O)c1ccccc1NC(=O)Nc1cccc(C)n1
    -1.4, 0.77
- CCOc1ncccc1C(=O)OCC(=O)Nc1ncc(C(F)(F)F)cc1Cl
    -1.1, -0.08
- CCC(=O)N(C)CCc1cc2c(c(OC)c1/C=N/NC(=O)c1ccccc1O)OCO2
    -2.1, -0.87
- O=C1CC(N2CCC(C(=O)N3CCCCC3)CC2)C(=O)N1 (stereo not given)
    0.7, -0.33
- COc1ccccc1-c1cc(-c2ccccc2)nc(SC(C(N)=O)c2ccccc2)c1C#N (stereo not given)
    -2.0, -0.06
- COc1ccc(-c2cc3ccccc3s2)cc1[C@H]1[C@H]2C=CC[C@@H](C)[C@@H]2C(=O)N1Cc1ccccc1
    -1.8, 0.78
